From PubChem
PME-1 primary: PME-1 (human) inhibition; recombinant PME-1, FP-Rh probe fluorescence polarization; inhibition, % at 5.9 µM; 0.53% of 320,000 active; AID 2130;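 active = inhibition above the campaign mean of all compounds plus 3 SD, cut at about 26% in these data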;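 also: competitive labeling of PME-1 active site by serine hydrolase directed probe; 0% = PME-1 with DMSO and 100% = wells lacking PME-1 enzyme; inhibitors block probe labeling so polarization falls and inhibition rises; many of its hits are not listed in these tables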
Target sequence (Q9Y570 whole entry, looked up): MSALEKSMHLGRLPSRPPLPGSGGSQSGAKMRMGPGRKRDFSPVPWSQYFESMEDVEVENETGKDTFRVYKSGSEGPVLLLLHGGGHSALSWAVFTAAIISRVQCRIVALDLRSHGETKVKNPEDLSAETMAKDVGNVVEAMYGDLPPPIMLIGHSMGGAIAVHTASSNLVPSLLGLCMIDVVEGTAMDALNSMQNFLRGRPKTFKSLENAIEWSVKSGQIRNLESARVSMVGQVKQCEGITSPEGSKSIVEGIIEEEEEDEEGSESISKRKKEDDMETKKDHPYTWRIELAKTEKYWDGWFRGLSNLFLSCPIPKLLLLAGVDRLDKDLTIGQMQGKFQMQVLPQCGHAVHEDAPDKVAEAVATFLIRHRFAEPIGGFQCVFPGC
pPAFAH FP inh: pPAFAH (human) enzyme inhibition. recombinant pPAFAH, FP-rhodamine probe fluorescence polarization. inhibition, % at 3.39 µM. 1.5% of 330,000 active. AID 463082;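 active = inhibition above the mean inhibition across the screen plus 3 SD, cut at about 25% in these data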;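 also: inhibitors block binding of the rhodamine activity-based probe so polarization drops; 0% = enzyme with DMSO and 100% = wells lacking pPAFAH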
PAFAH1B3 inh: blocks human PAF acetylhydrolase 1B catalytic subunit 3. 0.28% of 340,000 active. recombinant PAFAH1B3, FP-rhodamine probe, fluorescence polarization. AID 492972. Q15102. inhibition, % at 3.39 µM;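 active = inhibition above the screen-wide average of all tested compounds plus 3 SD, cut at about 25% in these data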;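 also: 0% = enzyme with DMSO only and 100% = wells lacking PAFAH1B3 protein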
Target sequence (Q15102 whole entry, looked up): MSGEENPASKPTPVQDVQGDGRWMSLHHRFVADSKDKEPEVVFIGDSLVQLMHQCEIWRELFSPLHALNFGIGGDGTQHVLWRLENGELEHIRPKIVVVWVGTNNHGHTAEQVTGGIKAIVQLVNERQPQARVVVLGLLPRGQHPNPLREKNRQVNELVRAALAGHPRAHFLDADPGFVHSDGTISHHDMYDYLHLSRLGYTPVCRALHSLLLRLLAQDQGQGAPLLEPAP
PAFAH1B2 inh: inhibitors of human PAFAH1B2. P68402. recombinant PAFAH1B2, FP-rhodamine activity probe, fluorescence polarization. inhibition, % at 3.39 µM. 1.2% of 340,000 active;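 active = inhibition above the mean of all tested compounds plus 3 SD, cut at about 24% in these data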;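 also: 0% = enzyme with DMSO and 100% = wells lacking PAFAH1B2; many of its hits are not listed in these tables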
Fam108B counter: counter-screen for RBBP9 inhibitors: inhibitors of mouse Fam108B. AID 1947. inhibition, % at 9.51 µM. recombinant Fam108B, FP-Rh probe fluorescence polarization. 0.33% of 300,000 active;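 active = inhibition above the screen mean inhibition plus 3 SD, computed separately per campaign, cut at about 18% in these data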;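 also: inhibitors lower polarization as less probe binds the enzyme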
PAFAH2 inh: PAFAH2 (human) inhibition; recombinant PAFAH2, FP-rhodamine activity probe, fluorescence polarization; inhibition, % at 3.39 µM; 0.99% of 340,000 active;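 active = inhibition above the mean over all tested compounds plus 3 SD, cut at about 30% in these data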;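 also: inhibitors block probe labeling of enzyme so polarization drops; 0% = enzyme with DMSO and 100% = wells lacking PAFAH2 protein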
GSTO1 counter: counter-screen for RBBP9 inhibitors: inhibitors of human GSTO1; recombinant GSTO1, activity-based probe fluorescence polarization; inhibition, % at 5.96 µM; 1.1% of 300,000 active;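 active = inhibition above the campaign mean inhibition plus 3 SD, cut at about 35% in these data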;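 also: 0% = GSTO1-1 with DMSO and 100% = wells lacking GSTO1-1 enzyme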
Target sequence (P78417 whole entry, looked up): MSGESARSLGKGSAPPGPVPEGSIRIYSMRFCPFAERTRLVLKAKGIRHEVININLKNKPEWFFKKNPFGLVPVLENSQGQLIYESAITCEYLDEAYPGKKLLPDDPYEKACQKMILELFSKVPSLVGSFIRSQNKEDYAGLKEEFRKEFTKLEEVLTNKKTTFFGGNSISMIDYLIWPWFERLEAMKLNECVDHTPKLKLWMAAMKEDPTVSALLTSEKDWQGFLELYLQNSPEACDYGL
PAD4 inh: blocks human protein arginine deiminase 4 | Q9UM07 | recombinant PAD4, RCA probe fluorescence polarization | inhibition, % at 6.36 µM | 0.41% of 330,000 active | AID 485272;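 active = percent inhibition above a cutoff equal to the mean of all tested compounds plus 3 SD, cut at about 15% in these data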;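 also: 0% = PAD4 with RCA probe and DMSO and 100% = probe without PAD4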
LYPLA1 counter: LYPLA1 (human) inhibition in PME1 counter-screen; inhibition, % at 5.9 µM; O75608; recombinant LYPLA1, FP-Rh probe fluorescence polarization; 0.16% of 320,000 active; AID 2174;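 active = inhibition above the mean of all tested compounds plus 3 SD, set per campaign, cut at about 14% in these data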;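 also: inhibitors block serine hydrolase probe labeling of LYPLA1 so polarization falls; 0% = enzyme with DMSO and 100% = wells lacking LYPLA1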
Target sequence (O75608 whole entry, looked up): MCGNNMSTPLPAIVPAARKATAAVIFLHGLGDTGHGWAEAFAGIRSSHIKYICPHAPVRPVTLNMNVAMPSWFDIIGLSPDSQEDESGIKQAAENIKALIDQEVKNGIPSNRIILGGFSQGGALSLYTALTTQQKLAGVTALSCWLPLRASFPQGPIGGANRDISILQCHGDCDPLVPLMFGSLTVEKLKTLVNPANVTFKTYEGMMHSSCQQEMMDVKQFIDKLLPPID
* hit, by the source's call; · = no result given.

SMILES | PME-1 primary | pPAFAH FP inh | PAFAH1B3 inh | PAFAH1B2 inh | Fam108B counter | PAFAH2 inh | GSTO1 counter | PAD4 inh | LYPLA1 counter
O=C(Cn1nc(-c2ccc(Cl)cc2)ccc1=O)N1CCN(c2ccccc2)CC1 | -2 | 4 | 4 | 0 | -3 | 3 | 4 | -1 | 1
CC(CCN1CCN(c2ccccn2)CC1)c1ccccc1 (centres undefined) | 0 | 0 | -2 | 9 | -2 | 4 | -20 | -3 | 0
CC(C(=O)Nc1cccc(Br)c1)c1ccc([N+](=O)[O-])cc1 (centres undefined) | 3 | 1 | 3 | 2 | -3 | -3 | 2 | -3 | -3
CC(C)(NO)/C(=N\O)c1ccc(Cl)cc1 | 3 | 4 | 9 | 11 | 3 | 0 | 10 | -3 | 3
CCc1ccc(C2CC(c3ccccc3Cl)Nc3nc(N)nn32)cc1 (centres undefined) | 6 | 3 | 6 | 9 | 0 | -2 | 8 | -2 | 2
Cc1nc2ncnn2c(C)c1CCC(=O)N1CCc2ccccc21 | 1 | 3 | 3 | 2 | 1 | 1 | 7 | 0 | 4
COc1ccccc1-c1nnc(SC(C)C(=O)N2CCOCC2)o1 (centres undefined) | 2 | 1 | 0 | 6 | -4 | -2 | 3 | -1 | 3
COc1ccc(CCn2c(C)cc(C(=O)COC(=O)c3cnccn3)c2C)cc1 | 5 | 9 | 2 | -1 | 3 | 3 | 25 | -7 | 2
CCOC(=O)N1CCN(Cc2nc3cc(NC(=O)c4cccs4)ccc3n2CC)CC1 | 4 | 3 | -4 | 3 | -7 | -1 | 2 | -2 | -2
COC(=O)CSc1c(-c2ccccc2)c2cc(Cl)ccc2[nH]c1=O | 6 | 6 | 8 | 9 | 3 | 4 | -3 | -7 | -4
O=C(Nc1cccc(F)c1)Nc1ccccn1 | -5 | 3 | 1 | 7 | 0 | 6 | -2 | 1 | 3
CCOC(=O)N1CCN(S(=O)(=O)c2cn(C)c(=O)n(C)c2=O)CC1 | -5 | 0 | 6 | 6 | 1 | 5 | 11 | -2 | 0
Cc1ccc(C2=Nc3ccccc3N=C(c3ccc([N+](=O)[O-])cc3)C2)c(O)c1 | 0 | 2 | 9 | 7 | 6 | -2 | 0 | -9 | -2
COCCN1C=C2C(=O)C(C)(OC(=O)c3cccs3)C(=O)C=C2C=C1CCCC(=O)OC (centres undefined) | 1 | 7 | 7 | 0 | 3 | 1 | 22 | -9 | 2
CCC(=O)c1cn(CC(=O)O)c2ccccc12 | -2 | -2 | 9 | 7 | 2 | -6 | 2 | -3 | 3
CCc1ccccc1N(CC(=O)NCc1ccco1)C(=O)CCC(=O)Nc1ccccn1 | 1 | 6 | -3 | -2 | 7 | -12 | -4 | 1 | -1
O=C(CSc1nnnn1-c1ccc2c(c1)OCCO2)c1cccc2c1OCCO2 | 0 | 0 | -14 | -12 | -16 | -8 | 8 | 0 | -2
Cc1noc(-c2ccccc2OC(=O)c2ccccc2)n1 | -3 | 1 | -4 | 1 | 2 | -6 | 2 | -1 | 2
CCc1ccc(NC(=O)CSc2nc3[nH]ncc3c(=O)[nH]2)cc1 | -8 | -3 | 5 | 1 | 1 | 4 | -7 | 3 | -5
O=C(N(Cc1ccccc1)c1ccccn1)C12CC3CC(CC(C3)C1)C2 | 4 | 0 | -6 | 14 | 0 | 4 | 1 | -4 | -3
Cc1cc(C)c(CN2CCC(n3nccc3NC(=O)C3CCOC3)CC2)cc1C (centres undefined) | -5 | 5 | 4 | 2 | -1 | -4 | -5 | 2 | -1
O=S(=O)(Nc1ccc(O)c(Sc2nc3ccccc3s2)c1)c1ccc(Cl)cc1 | -1 | 21 | -6 | 21 | 1 | -12 | -2 | -1 | -10
CC(c1cccs1)N(Cc1ccco1)C(=S)Nc1ccc(F)c(Cl)c1 (centres undefined) | 6 | 8 | 4 | 1 | -7 | -1 | 4 | -1 | -5
O=C(CCCN1C(=O)/C(=C/c2cccs2)SC1=S)Nc1cc([N+](=O)[O-])ccc1O | 5 | 30* | 6 | 4 | 2 | 27 | 19 | 0 | -3
O=C(Nn1c(-c2ccncc2)nc2ccccc2c1=O)c1ccc(Br)cc1 | -5 | 0 | 7 | 2 | -4 | 5 | 12 | -3 | 4
SMILES | PME-1 primary | pPAFAH FP inh | PAFAH1B3 inh | PAFAH1B2 inh | Fam108B counter | PAFAH2 inh | GSTO1 counter | PAD4 inh | LYPLA1 counter
CCn1cc(C(=O)N2CC(C)CC(C)C2)c(=O)c2cc(S(=O)(=O)N(C)C)ccc21 (centres undefined) | 3 | 4 | 2 | -2 | 0 | -1 | 3 | 6 | -1
O=C(NCCC1CCCCN1S(=O)(=O)c1ccccc1)C(=O)NCc1ccccc1F (centres undefined) | 1 | 1 | 0 | 8 | -4 | 2 | 3 | 0 | 0
CS(=O)(=O)N(CC(=O)Nc1ccccc1Sc1ccccc1)c1cccc(Br)c1 | 0 | 3 | 9 | 3 | -7 | 0 | -16 | -3 | -8
Cc1cc(C(=O)N/N=C2\CC(=O)CC(C)(C)C2)c(C)n1-c1ccc(F)cc1 | -4 | 41* | 1 | 3 | 0 | 19 | 4 | 0 | 2
COc1ccc(CC(=O)NNC(=O)COc2ccc(Cl)cc2C)cc1S(=O)(=O)N1CCOCC1 | -4 | 2 | 10 | 3 | · | 10 | · | 1 | -1
N#CCN1CCC(c2cc(-c3ccco3)n[nH]2)CC1 | -5 | -4 | · | · | 2 | · | 7 | 6 | 4
Cc1cc(/C=C2/NC(=O)NC2=O)c(C)n1C | 2 | 0 | 6 | 4 | 5 | -3 | 7 | 1 | -2
COc1ccccc1N(CC(=O)NCc1ccccc1)C(=O)CCC(=O)Nc1cc(C)ccn1 | 0 | 5 | 6 | -1 | -1 | 2 | -2 | 0 | 3
CCCC(=O)N1CC2(CCC)CN(C(=O)CCC)CC(CCC)(C1)C2=O | -1 | 7 | 5 | 6 | 5 | 0 | 3 | -7 | 6
Cn1c(=O)c2[nH]c(NCCCN3CCOCC3)nc2n(C)c1=O | 5 | 1 | -2 | -2 | 2 | -2 | 1 | 2 | 2
COc1ccc(C2=CN(Cc3ccccc3)CCC2=O)cc1 | · | 1 | 10 | 4 | · | 1 | · | 3 | ·
Cc1ccc(S(=O)(=O)N(C)C[C@H]2Oc3ccc(NC(=O)C4CCCCC4)cc3C(=O)N([C@H](C)CO)C[C@H]2C)cc1 | · | 3 | 10 | 6 | · | 1 | · | 2 | ·
CCS(=O)(=O)c1ccc(O)c(NC(=O)/C=C/c2ccc(Cl)cc2)c1 | 4 | 28* | 4 | -4 | -5 | 66* | 9 | -1 | 5
CCOc1cccc2cc(C(=O)N3CCc4ccccc4C3)c(=O)oc12 | -1 | 7 | 6 | -2 | -1 | 6 | -4 | 4 | -1
Cc1c[n+]([O-])ccc1Oc1ccc([N+](=O)[O-])cc1 | -6 | 2 | -4 | 2 | 2 | 5 | 3 | -3 | -4
Cn1nc(-c2ccccc2)c(COC(=O)c2cccc(Cl)c2)c1S(=O)(=O)c1ccccc1 | 1 | 3 | 6 | 0 | -5 | 2 | -1 | 0 | 4
O=C(CNCC1(N2CCOCC2)CCCCC1)Nc1ccc(Cl)cc1 | -1 | 3 | 9 | 3 | -1 | 1 | 1 | 0 | -1
O=C(CN1CCN(Cc2ccccc2)CC1)Nc1ccc(-n2cnnn2)cc1 | 4 | -3 | 9 | 0 | 3 | 7 | 5 | -4 | 0
CCc1ccc(CNC(=O)CCCn2c(=O)c3cccn3c3cccnc32)cc1 | 0 | 5 | 7 | 5 | -7 | 5 | 1 | -1 | -1
O=Cc1c(N2CCN(c3cccc(Cl)c3)CC2)nc2ccccn2c1=O | 0 | -2 | -3 | 5 | 2 | -1 | -2 | -1 | 0
O=C(c1ccco1)N1CCn2cccc2C1c1ccccc1 (centres undefined) | -1 | 4 | 0 | -1 | -4 | -4 | 0 | 6 | -2
CC(Sc1nnc(-c2ccccc2F)n1C1CC1)C(=O)NCc1ccco1 (centres undefined) | 5 | 2 | 4 | 3 | · | -1 | · | 0 | 2
COc1ccc(NC(=O)Cn2c(=O)n(-c3ccccc3)c(=O)c3sccc32)c(OC)c1 | -2 | 10 | 3 | 3 | 1 | 0 | 5 | -2 | 2
CCN(CC(=O)Nc1ccc2c(c1)OC(F)(F)O2)Cc1nc2ccccc2c(=O)[nH]1 | 17 | -1 | 10 | 2 | 2 | -2 | 2 | -2 | 1
CC1Cc2ccccc2N1C(=O)c1ccc(F)c(S(=O)(=O)N2CCOCC2)c1 (centres undefined) | · | -1 | 14 | 12 | · | 3 | · | 1 | ·

Full records as entered above. Values in the order: PME-1 primary, pPAFAH FP inh, PAFAH1B3 inh, PAFAH1B2 inh, Fam108B counter, PAFAH2 inh, GSTO1 counter, PAD4 inh, LYPLA1 counter
Results for O=C(c1ccco1)N1CCn2cccc2C1c1ccccc1 (centres undefined) : -1, 4, 0, -1, -4, -4, 0, 6, -2
Results for Cc1cc(/C=C2/NC(=O)NC2=O)c(C)n1C : 2, 0, 6, 4, 5, -3, 7, 1, -2
Results for O=Cc1c(N2CCN(c3cccc(Cl)c3)CC2)nc2ccccn2c1=O : 0, -2, -3, 5, 2, -1, -2, -1, 0

5 compounds already listed, ordered by the number in PAD4 inh, rising.
compound | PME-1 primary | pPAFAH FP inh | PAFAH1B3 inh | PAFAH1B2 inh | PAFAH2 inh | PAD4 inh
O=C(CN1CCN(Cc2ccccc2)CC1)Nc1ccc(-n2cnnn2)cc1 | 4 | -3 | 9 | 0 | 7 | -4
Cc1c[n+]([O-])ccc1Oc1ccc([N+](=O)[O-])cc1 | -6 | 2 | -4 | 2 | 5 | -3
CCc1ccc(CNC(=O)CCCn2c(=O)c3cccn3c3cccnc32)cc1 | 0 | 5 | 7 | 5 | 5 | -1
CC(Sc1nnc(-c2ccccc2F)n1C1CC1)C(=O)NCc1ccco1 (centres undefined) | 5 | 2 | 4 | 3 | -1 | 0
CCn1cc(C(=O)N2CC(C)CC(C)C2)c(=O)c2cc(S(=O)(=O)N(C)C)ccc21 (centres undefined) | 3 | 4 | 2 | -2 | -1 | 6

New compounds follow
SMILES | PME-1 primary | pPAFAH FP inh | PAFAH1B3 inh | PAFAH1B2 inh | Fam108B counter | PAFAH2 inh | GSTO1 counter | PAD4 inh | LYPLA1 counter
Cc1cc(C)cc(NC(=O)CSc2nc(N)c(NC(=O)c3cccs3)c(=O)[nH]2)c1 | -6 | 5 | 6 | 1 | -2 | -1 | -5 | -1 | -2
Cc1n[nH]c(=S)n(/N=C/c2cccc([N+](=O)[O-])c2)c1=O | 9 | 1 | 10 | 4 | 1 | 2 | 21 | 0 | 1
N/C(=N\N=C\c1cccs1)SC1CC(=O)N(c2ccc(Br)cc2)C1=O (centres undefined) | -6 | 11 | 1 | 4 | 0 | -3 | 18 | -6 | -6
COc1ccc(CN2CCCC(CO)(Cc3ccc(F)cc3)C2)cc1C (centres undefined) | 1 | 3 | -1 | 0 | 1 | -3 | 3 | 1 | -1
O=C(Nc1cccc(C(=O)O)c1)/C(=C\c1ccco1)NC(=O)c1ccccc1Cl | -4 | 1 | 6 | -3 | 2 | -6 | 4 | -2 | -3
Cc1nn(C)c(Nc2ccc(Br)cc2)c1Br | 5 | 6 | -2 | 4 | 2 | -3 | 4 | -5 | 0

2 entries picked at random from the list so far, as already listed:
SMILES | PME-1 primary | pPAFAH FP inh | PAFAH1B3 inh | PAFAH1B2 inh | Fam108B counter | PAFAH2 inh | GSTO1 counter | PAD4 inh | LYPLA1 counter
COc1ccc(CN2CCCC(CO)(Cc3ccc(F)cc3)C2)cc1C (centres undefined) | 1 | 3 | -1 | 0 | 1 | -3 | 3 | 1 | -1
Cc1nn(C)c(Nc2ccc(Br)cc2)c1Br | 5 | 6 | -2 | 4 | 2 | -3 | 4 | -5 | 0

Some of the compounds tested (hit frequency here may not be typical).
